From PubChem
PV pol inh – poliovirus RNA polymerase inhibition; P03300; poliovirus polymerase elongation, fluorescence polarization; stronger effect = lower value; % elongation, % (compound at 16.7 µg/mL); 150,000 compounds, 0.66% hits; AID 588519; in the data active means % elongation below about 90%; further: some results filed as inactive read as strong as hits
Target sequence (P03300 1749-2209 limits assumed): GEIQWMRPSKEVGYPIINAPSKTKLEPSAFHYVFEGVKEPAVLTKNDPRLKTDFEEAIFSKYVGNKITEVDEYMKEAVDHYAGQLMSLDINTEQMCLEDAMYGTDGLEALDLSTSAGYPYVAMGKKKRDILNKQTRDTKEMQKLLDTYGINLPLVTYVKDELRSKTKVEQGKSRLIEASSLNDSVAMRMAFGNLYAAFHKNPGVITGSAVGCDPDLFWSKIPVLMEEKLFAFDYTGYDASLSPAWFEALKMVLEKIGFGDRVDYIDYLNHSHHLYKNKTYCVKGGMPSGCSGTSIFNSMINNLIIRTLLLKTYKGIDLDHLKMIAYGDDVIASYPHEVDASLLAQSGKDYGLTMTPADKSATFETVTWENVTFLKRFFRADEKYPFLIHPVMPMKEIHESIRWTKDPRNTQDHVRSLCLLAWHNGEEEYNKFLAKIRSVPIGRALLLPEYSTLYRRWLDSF
PV pol inh FP z-score – further read-out of PV pol inh, marked with its call; z-score; measured here: FP z-score; hits read low
* = called active by the depositor; & = joins results of further samples. These rows are one share of the data (hit frequency here may not be typical).

SMILES	PV pol inh	PV pol inh FP z-score
O=C(Nc1nnc(C2=COCCO2)o1)c1ccc(Cl)cc1	102.0	0.5
Cc1csc2nc(COC(=O)c3ccc(NC(=O)C(C)C)cc3)cc(=O)n12	103.0	-0.7
CCCC(CCC)C(=O)Nc1cc(C)c2c(=O)oc3ccccc3c2n1	100.0	-0.8
CNC(=O)c1ccc2c(c1)NC(=O)c1ccccc1S2	101.0	-1
CN(CC(=O)N1CCc2ccccc21)c1ccccc1	102.0	0
C=CCN1C(=O)C2C(C(=O)NC3CCCCC3C)C3(C)C=CC2(O3)C1C(=O)NC(C)(C)C (configuration not stated)	102.0	0.3
O=C(NCc1ccc(F)cc1)C1CC(=O)N(Cc2cnn(-c3ccccc3)c2-n2cccc2)C1 (configuration not stated)	100.0	-0.8
COC(=O)c1c(-c2ccccc2)csc1-n1c(C)ccc1C	101.0	-0.1
COc1cc(C2CC(=O)c3c([nH]c(C(=O)OCc4ccc(C)cc4)c3C)C2)cc(OC)c1OC (configuration not stated)	103.0	-0.5
Cc1ccc(Oc2ncnc3sccc23)cc1	100.0	-0.3
O=C(COC(=O)c1ccco1)NCc1ccccc1	100.0	-0.4
COc1ccc(C(=O)c2oc3ccccc3c2NC(=O)COc2cccc(C)c2C)cc1	109.0	0.8
OC1CCSc2ccc(Cl)cc21 (configuration not stated)	102.0	0.3
CC1(C)C2CCC1(C)C(NC(=O)c1cccc(C(F)(F)F)c1)C2 (configuration not stated)	104.0	0.2
CN(C)C(=O)NCc1ccc(Cl)cc1	101.0	0.5
CC(NC(=O)CSc1n[nH]c(-c2ccccc2Cl)n1)c1nc2ccccc2[nH]1 (configuration not stated)	109.0	0.1
CCOc1ccc(NC(=O)c2ccnc(N3CCC(C(=O)N4CCOCC4)CC3)c2)cc1	104.0	0.5
COc1ccccc1N=Cc1c(O)n(-c2ccccc2OC)c(=O)[nH]c1=O	100.0	-0.3
COc1ccc(C(=O)Nc2ccc(-c3nnc4n3CCCCC4)cc2)cc1OC	105.0	-0.1
CC(C)(C)c1ccc(C2Sc3ccccc3NC3=C2C(=O)c2ccccc23)cc1 (configuration not stated)	110.0	1
CN1CCN(c2nnc(-n3cccc3CNCCCN3CCOCC3)s2)CC1	103.0	1.1
COc1cccc(N2CC(=O)N(N)CC2=O)c1	103.0	0.3
CCC(Sc1nnnn1-c1ccccc1)C(=O)Nc1sc2c(c1C#N)CCCC2 (configuration not stated)	101.0	0
COc1ccc(NC(=O)c2c(NCc3cccc(F)c3)sc3c2CCCC3)c(OC)c1	104.0	-0.4
Cc1ccc(NC(=O)CSc2nc(-c3ccco3)cc(C(F)(F)F)n2)cc1	106.0	0.5
The list continues.
SMILES	PV pol inh	PV pol inh FP z-score
S=C(Nc1ccc(Oc2ccccc2)cc1)N(CCN1CCCCCC1)Cc1ccco1	100.0	0
Cc1ccc(-n2nc(C(=O)N3CCN(c4cccc(C(F)(F)F)c4)CC3)c(=O)n(C)c2=O)cc1	110.0	0.8
O=c1oc2ccc(Cl)cc2cc1-c1nc(-c2cccs2)no1	116.0	0.1
Cc1ccc(C)c(N2CCN(S(=O)(=O)c3c(C)nc4sccn4c3=O)CC2)c1	104.0	-0.4
COc1ccc(C2=Nc3ccc(F)cc3NC(c3cccc(C(F)(F)F)c3)=N2)cc1	110.0	0.3
O=C(NCC1CC2CCC1C2)c1n[nH]c(=O)c2ccccc12 (configuration not stated)	100.0	-0.4
Cc1cc(=O)oc2cc(OC(=O)C(C)N3C(=O)CCC3=O)ccc12 (configuration not stated)	94.0	-0.8
COc1ccc2c(CNCCc3ccco3)c(C(=O)O)n(Cc3ccccc3)c2c1	114.0	1.2
Cc1nn(CC(=O)N2CCc3ccccc32)c(C)c1S(=O)(=O)N(C)C	101.0	-0.2
CC1(C)CCc2cc(-c3ccn(C(=O)c4ccc(Cl)cc4)n3)ccc2O1	107.0	0.6
CC1CCc2cc(F)ccc2N1Cc1nnc(-c2ccccc2)o1 (configuration not stated)	100.0	-0.6
COc1ccc2nc3sc(C(=O)N4CCN(c5ccc(F)cc5)CC4)cc3cc2c1	112.0	0.1
Cc1[nH]c2ccccc2c1C(Nc1ccccc1C(F)(F)F)c1ccccn1 (configuration not stated)	100.0	-0.5
CC12CN(Cc3ccccc3)CC(C)(CN(Cc3ccccc3)C1)C2=NO	109.0	0.7
FC(F)(F)CCSc1nnc(-c2cccs2)n1-c1ccccc1	105.0	0.4
Cc1ccc(-c2nnn3c2nc(NCc2ccc4c(c2)OCO4)c2ccccc23)cc1	104.0	-0.1
CCOC(=O)c1ccccc1NC(=O)CCc1c(C)nc2ncnn2c1C	113.0	1.6
OC1(C2(O)CCCCC2)CCCCC1	102.0	0.1
COc1cccc2c1Oc1ncccc1N(C(=O)CCC(=O)NCCC(C)C)C2	113.0	1
CC(=O)NCCc1ccc(C(=O)CSc2nnc3n2CCCCC3)cc1	104.0	0.1
CCOC(=O)c1cc(NC(=O)c2ccc(OC)cc2)c(=O)n2c1oc1ccccc12	101.0	0.1
CN1CCN(c2cc(C(=O)c3ccccc3O)cn3c(=O)c4ccccc4nc23)CC1	105.0	0.2
NC(=O)COC(=O)c1ccccc1Br	97.0	-0.5
NC(=O)C1CCN(c2ccc(S(=O)(=O)N3CCCCC3)cn2)CC1	107.0	0.5
Cc1cc(C)n(-c2ccc(C(=O)OCCN3C(=O)c4ccccc4C3=O)cc2)n1	101.0	0
Later entries:
SMILES	PV pol inh	PV pol inh FP z-score
CC(C)(C)c1ccc(C(=O)NCC(c2ccco2)S(=O)(=O)c2ccc(F)cc2)cc1 (configuration not stated)	119.0	2.4
Cc1ccc(C)c(N2CCN(c3cc4c(nn3)Oc3ccccc3N4C)CC2)c1	103.0	0.4
CCC1CCC2(CC1)NC(CO)(CO)CO2 (configuration not stated)	100.0	-0.4
CSc1nc(/N=C/N(C)C)n2nc(-c3ccccc3)cc2n1	107.0	0.5
COc1ccc(C(=O)Cn2ccnc2C(=O)N2CCN(c3ccccn3)CC2)cc1	105.0	0.6
O=C(COc1ccc(-n2cnnn2)cc1)NCC(F)(F)F	101.0	-0.3
COc1ccc(-c2cc(C(=O)NCc3ccc(C)cc3)c3cc(C(C)C)ccc3n2)cc1	111.0	0.4
COc1ccc(/C=C/C(=O)OC2CCOC2=O)cc1OC (configuration not stated)	107.0	0.4
O=C(NC1CC1)c1sccc1-c1ccccc1	108.0	0.9
NC(=S)NC1CC2C=CC1C2 (configuration not stated)	106.0	0.4
CCNc1ccc2c(Cl)cc(=O)oc2c1	98.0	-0.7
CCC(=O)NC(C)Cc1c[nH]c2ccccc12 (configuration not stated)	106.0	0.7
COc1ccc(OC)c(C(=O)COc2ccccc2C#N)c1	104.0	0.1
COc1cc(C2C3=C(CCCC3=O)OC3=C2C(=O)CCC3)cc(Br)c1O	99.0	-0.2
CCOc1ccc2nc(SC(C)C(N)=O)[nH]c2c1 (configuration not stated)	105.0	0.5
CCOC(=O)C1CCN(C(=O)c2ccc(OCC)cc2)CC1	106.0	1.3
CCOC(=O)/C(N=Nc1c(C)n(C)n(-c2ccccc2)c1=O)=C(/O)c1ccccc1	108.0	0.6
COc1cccc(N2CCN(C(=O)c3cc4cc5cc(C)ccc5nc4s3)CC2)c1	111.0	1.2
COc1cccc(N(CC(=O)Nc2ccc(C)cc2)S(C)(=O)=O)c1	103.0	0.5
CC(C)CC(NC(=O)C1CCCCC1)C(=O)N1CCN(c2ccccc2F)CC1 (configuration not stated)	101.0	0.1
NCc1ccc(Cl)cc1	101.0	0
FC(F)(F)C1(C(F)(F)F)N=C(c2ccccc2)OC(N2CCCCC2)=N1	102.0	0.2
Clc1ccc(Sc2c(-c3ccccc3)nc3ncccn23)cc1	106.0	1
O=C(NCCc1ccccn1)C1CCN(C(=O)c2ccc(F)cc2)CC1	106.0	0.5
CCn1c(C)cs/c1=N\C(=S)Nc1ccccc1C	101.0	-0.4

Quoted at random: 6 records from the list, in no set order.
SMILES	PV pol inh	PV pol inh FP z-score
COc1ccc(/C=C/C(=O)OC2CCOC2=O)cc1OC (configuration not stated)	107.0	0.4
CSc1nc(/N=C/N(C)C)n2nc(-c3ccccc3)cc2n1	107.0	0.5
COc1cccc(N(CC(=O)Nc2ccc(C)cc2)S(C)(=O)=O)c1	103.0	0.5
FC(F)(F)C1(C(F)(F)F)N=C(c2ccccc2)OC(N2CCCCC2)=N1	102.0	0.2
CCNc1ccc2c(Cl)cc(=O)oc2c1	98.0	-0.7
COc1ccc(C(=O)Cn2ccnc2C(=O)N2CCN(c3ccccn3)CC2)cc1	105.0	0.6

More compounds follow:
SMILES	PV pol inh	PV pol inh FP z-score
CCOc1ccccc1Nc1nnc(-c2cc3cc(OC)ccc3oc2=O)s1	124.0	3.7
CC(C)CC1(C)OCC(C[N+]2(C)CCCCC2)O1 (configuration not stated)	100.0	-0.6
O=C(O)c1ccc2[nH]c(=O)c(=O)[nH]c2c1	102.0&99.0	-0.2&-0.2
CC(C)CCNC(=O)c1cccc(Cl)c1	107.0	0.4
CCc1ccc(CNC(=O)CN(c2ccc(C)cc2)S(=O)(=O)N(C)C)cc1	103.0	-0.5
CCN(CC)CCN(C)C1CCC(c2ccccc2)CC1 (configuration not stated)	101.0	0.4
c1cc2c(cc1C1CCCCC1)c1c3n2CCN=C3CCC1	101.0	-0.3
COc1cc(OC)cc(C(=O)N(C)Cc2ccccc2C)c1	106.0	0.4
COc1ccc2c(c1)CC/C(=C/c1ccc(N3CCOCC3)cc1)C2=O	104.0	0.8
CC(=O)Nc1ccc(-c2nc3ccccc3o2)cc1	106.0	0.3
CCCC(=O)Nc1nnc(SCc2cc(=O)c3ccc(C)cc3[nH]2)s1	97.0	-1.9
O=C(O)CCC1(CCC(=O)O)CCCCC1=O	101.0	-0.3
COc1ccc(-c2csc3nc(-c4ccc(F)cc4)oc(=O)c23)cc1	105.0	0.3
Cc1c(C(=O)OCc2nc(-c3cccc(Cl)c3)no2)sc2nc3n(c(=O)c12)CCC3	104.0	0.2
CCc1ccc(C2CC(=O)c3c([nH]c(C(=O)OCCOc4ccccc4)c3C)C2)cc1 (configuration not stated)	108.0	0.7
c1ccc(N=P(c2nc3ccccc3o2)(N2CCOCC2)N2CCOCC2)cc1	104.0	0.2
O=C(COc1ccccc1)Nc1ccc2nc(SCC(=O)N3CCOCC3)sc2c1	106.0	-0.2
CNS(=O)(=O)c1ccc(NC(=O)c2ccc(C)o2)cc1	102.0	1.1
CC(=O)N1CCN(C2CCSC2)CC1 (configuration not stated)	98.0	-0.5
Cc1ccc(C)c(OCc2nnc(SCC(=O)NC(=O)NCc3ccco3)o2)c1	103.0	0.2
Cc1ccc(Cn2c(=O)n(Cc3ccccc3)c(=O)c3c(C)c(C)sc32)cc1	109.0	0.7
CC(C)C(NC(=O)OCc1ccccc1)C(=O)O (configuration not stated)	100.0	-0.5
Cc1cc(S(=O)(=O)NCCc2csc(-c3cccc(F)c3)n2)ccc1F	108.0	0.3
O=C(CSc1ccccc1)N1c2ccccc2Sc2ccccc21	83.0*	-3.1*
CCN(Cc1ccncc1)Cn1nc(C(=O)O)c2ccccc21	105.0	0.2
New compounds follow
SMILES	PV pol inh	PV pol inh FP z-score
Cc1cc(NC(=O)CSc2nc3nccnc3c(=O)n2Cc2ccco2)n[nH]1	103.0	0.4
Cc1ccc(C(=O)COC(=O)C(Cc2c[nH]c3ccccc23)NC(=O)c2ccc(Br)cc2)cc1 (configuration not stated)	102.0	-0.5
COc1ccc(C(=O)NCC(c2cccnc2)N2CCc3ccccc3C2)cc1OC (configuration not stated)	109.0	0.3
COc1ccc(C=Nc2nc3ccccc3nc2N2CCCC2)cc1	135.0	3.6
COc1ccc(OCc2nc3ccccc3n2C)cc1	104.0	0.5
CC1CCCCC1NC(=O)C1CCCN(c2nnc(-n3cccc3)s2)C1 (configuration not stated)	100.0	-0.7
O=C1N=c2ccccc2=C1c1sc(N2CCOCC2)nc1O	101.0	-0.1
CC(=O)Nc1ccc(S(=O)(=O)N[C@@H](C)C(=O)N2CCN(C/C=C/c3ccccc3)CC2)cc1	107.0	0.7
CCOc1cc(Br)c(C2C(C(=O)OC)=C(C)NC3=C2C(=O)c2ccccc23)cc1OCC (configuration not stated)	105.0	0
Oc1ccc(-c2cnc3ccccc3n2)cc1	99.0	0.1
O=C(COCc1cc(-c2ccc(F)cc2)on1)Nc1ccc(F)cc1F	104.0	1
CCCn1cc(S(=O)(=O)c2ccc(C)cc2)c(=O)c2cc(OC)c(OC)cc21	103.0	-0.3
CC(=O)NS(=O)(=O)c1ccc(NC(=O)c2cn3ccccc3n2)cc1	102.0	-0.3
CC(OC(=O)c1ccccc1F)C(=O)N1CCc2ccccc21 (configuration not stated)	99.0	0.1
CC1CCCCN1C(=O)Cc1ccc(Cl)cc1 (configuration not stated)	109.0	0.9
Cc1ccc(NC(=O)N2CCN(c3nnc(C)c4c(C)n(-c5ccc(Cl)cc5)nc34)CC2)c(C)c1	99.0	-0.5
CC1(C)CC(=O)C=C(Nc2sc3c(c2C#N)CCCC3)C1	98.0	-1
CN1C(C(=O)Nc2cccc(O)c2)=CC(c2ccco2)=NS1(=O)=O	109.0	0
O=C(NC12CC3CC(CC(C3)C1)C2)c1ccccc1Cl	101.0	0
Nc1nnc(SCC(=O)Nc2cccc(F)c2)s1	101.0	-1.1

Among those listed so far, 5 have a COOH group.
SMILES	PV pol inh	PV pol inh FP z-score
COc1ccc2c(CNCCc3ccco3)c(C(=O)O)n(Cc3ccccc3)c2c1	114.0	1.2
O=C(O)c1ccc2[nH]c(=O)c(=O)[nH]c2c1	102.0&99.0	-0.2&-0.2
O=C(O)CCC1(CCC(=O)O)CCCCC1=O	101.0	-0.3
CC(C)C(NC(=O)OCc1ccccc1)C(=O)O (configuration not stated)	100.0	-0.5
CCN(Cc1ccncc1)Cn1nc(C(=O)O)c2ccccc21	105.0	0.2

Part of the list above, set out differently:
Structure,PV pol inh,PV pol inh FP z-score
Cc1ccc(NC(=O)N2CCN(c3nnc(C)c4c(C)n(-c5ccc(Cl)cc5)nc34)CC2)c(C)c1,99.0,-0.5
CCCn1cc(S(=O)(=O)c2ccc(C)cc2)c(=O)c2cc(OC)c(OC)cc21,103.0,-0.3
Cc1cc(NC(=O)CSc2nc3nccnc3c(=O)n2Cc2ccco2)n[nH]1,103.0,0.4
Oc1ccc(-c2cnc3ccccc3n2)cc1,99.0,0.1
COc1ccc(C=Nc2nc3ccccc3nc2N2CCCC2)cc1,135.0,3.6
